# Screening results from PubChem BioAssay.
# RPL19A-GFP yeast: RPL19A-GFP expression modulators in yeast, primary screen, cell-based, S. cerevisiae, multiplex flow cytometry, MLPCN; S. cerevisiae RPL19A-GFP strain, 3 h; stronger effect = lower value; percent response vs DMSO, % at 10 µM; 330,000 compounds, 0.3% hits; AID 2025, 2009;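 active = percent response vs DMSO below 50%; inconclusive = fewer than 70 events counted for the yeast strain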;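 note: median channel GFP fluorescence of the barcoded RPL19A-GFP strain; ratio of sample median GFP to plate DMSO average so 100% = DMSO; lower means less RPL19A-GFP as with rapamycin TOR inhibition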
# proCasp7 act: procaspase-7 activators, primary screen, counter-screen for procaspase-3 activator project, biochemical, absorbance, HTS, human; Caspase-7 (Homo sapiens), P55210; recombinant procaspase-7, Ac-DEVD-pNA absorbance 405 nm; D23A/D198A/D206A triple mutant, cannot self-cleave; scale: DMSO 0, 5 µM enzyme 100; activation, % at 8.5 µM; 330,000 compounds, 0.093% hits;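 active = percent activation above the screen-wide mean plus 3 SD, cut at about 25% in these data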
# Target sequence (P55210 whole entry D23A/D198A/D206A): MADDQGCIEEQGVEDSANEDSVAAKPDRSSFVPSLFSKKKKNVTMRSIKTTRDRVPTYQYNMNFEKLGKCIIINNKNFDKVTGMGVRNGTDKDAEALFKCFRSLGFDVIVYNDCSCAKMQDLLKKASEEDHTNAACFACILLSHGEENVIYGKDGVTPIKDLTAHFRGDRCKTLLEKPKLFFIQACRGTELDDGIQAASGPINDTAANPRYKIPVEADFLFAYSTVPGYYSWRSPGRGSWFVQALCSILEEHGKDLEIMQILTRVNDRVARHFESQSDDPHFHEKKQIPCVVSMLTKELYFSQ
#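 System: Procaspase-7 triple mutant (PC-7 D3A); measure: % activation from two-timepoint absorbance difference, scaled to controls; times: 1 h compound preincubation, 2 h substrate cleavage, 25 °C; also added: Ac-DEVD-pNA substrate, 400 µM as added; measured by: Epi-absorbance of released pNA at 405 nm, two timepoints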
# LAP4-GFP MLPCN: modulators of LAP4-GFP expression in yeast, primary screen, S. cerevisiae, multiplex flow cytometry, MLPCN library. GFP response vs DMSO, % at 10 µM. AID 2023, 2009. 3 h; median GFP as percent of DMSO wells. 320,000 compounds, 0.34% hits;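 active = GFP response vs DMSO above a set limit, about the screen mean plus 3 SD, cut at about 150% in these data; inconclusive = under 70 cell events counted for the yeast strain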
# proCasp3 act: activators of human procaspase-3 D3A mutant, primary screen, biochemical, absorbance, PC-3 D3A mutant, single concentration. Caspase-3 (Homo sapiens), P42574. recombinant procaspase-3 D3A, Ac-DEVD-pNA absorbance 405 nm. activation, % at 8.5 µM. 330,000 compounds, 0.11% hits. AID 463141, 2010;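 active = activation above the mean of all tested compounds plus 3 SD, cut at about 21% in these data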;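 note: 0% = DMSO alone and 100% = DMSO wells spiked with extra 5 µM PC-3 D3A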
# Target sequence (P42574 whole entry D9A/D28A/D175A): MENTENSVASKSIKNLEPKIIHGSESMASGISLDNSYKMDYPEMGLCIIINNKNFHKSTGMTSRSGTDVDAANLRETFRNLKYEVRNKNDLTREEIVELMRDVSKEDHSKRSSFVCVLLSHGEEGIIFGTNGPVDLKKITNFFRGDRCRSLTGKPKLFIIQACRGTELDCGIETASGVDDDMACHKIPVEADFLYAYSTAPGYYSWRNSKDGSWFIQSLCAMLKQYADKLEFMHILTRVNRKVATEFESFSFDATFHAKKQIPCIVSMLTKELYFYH
#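 Evaluation: percent activation relative to control range; Material: Procaspase-3 D3A mutant, all three cleavage aspartates alanine; Compound: single dose, 8.5 µM nominal compound, 0.8% DMSO; Replication: one well per compound; Signal: absorbance at 405 nm, 0 and 120 min; Schedule: 1 h preincubation plus 2 h reaction at 25 °C.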
# JMJD2C inh: inhibitors of GASC-1 histone demethylase, primary screen, biochemical, fluorescence, DELFIA europium | Lysine-specific demethylase 4C (Homo sapiens), Q9H3R0 | GST-JMJD2C(1-420) H3K9me3 demethylation | inhibition, % at 2.35 µM | 330,000 compounds, 0.069% hits | AID 2099, 2009;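 active = more than half of a compound's replicate wells show inhibition beyond 50%, single wells judged on their own value; inconclusive = some, but no more than half, of replicates pass 50% inhibition; inactive = no replicate passes 50% inhibition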;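 note: signal counts dimethyl H3K9 product captured on neutravidin plate; 0% = median of DMSO wells and 100% = 0.3 times that DMSO median; strong numbers were not always called active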
# Target sequence (Q9H3R0 1-420 limits assumed): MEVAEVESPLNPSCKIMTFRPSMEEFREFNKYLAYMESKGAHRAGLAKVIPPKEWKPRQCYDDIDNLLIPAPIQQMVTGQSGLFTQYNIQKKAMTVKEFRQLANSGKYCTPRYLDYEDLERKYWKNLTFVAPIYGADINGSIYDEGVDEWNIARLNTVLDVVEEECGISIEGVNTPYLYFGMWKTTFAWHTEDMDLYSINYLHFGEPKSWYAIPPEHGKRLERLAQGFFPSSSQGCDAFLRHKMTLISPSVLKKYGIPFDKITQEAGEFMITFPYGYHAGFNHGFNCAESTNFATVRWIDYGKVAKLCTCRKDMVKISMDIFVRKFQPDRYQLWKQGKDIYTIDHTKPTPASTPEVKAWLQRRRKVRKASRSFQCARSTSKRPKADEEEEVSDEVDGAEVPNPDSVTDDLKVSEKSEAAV
# AHR activator: AHR activators, primary screen, cell-based, luminescence, luciferase reporter, human. Aryl hydrocarbon receptor (Homo sapiens), P35869. AHR-responsive luciferase reporter cells. activation, % at 5 µM. 320,000 compounds, 2.5% hits; in the data active = activation above about 47%;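 note: 0% = vehicle wells and 100% = reference agonist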
# CR mimetic SO: reduction of superoxide in aged yeast, primary screen, HTS; S. cerevisiae aged cells, superoxide DHE fluorescence; stronger effect = lower value; superoxide response (% of plate mean), % at 10 µM; 330,000 compounds, 0.18% hits; AID 2690, 2010;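 active = superoxide response under a set limit, about three screen SD below normal, cut at about 65% in these data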;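 note: yeast aged for seven days with compound at 30 °C before DHE staining; 100% = average MFI of all compound-treated wells on the plate with controls excluded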
# MEP2 TOR yeast: modulators of MEP2-GFP levels in yeast, primary screen, S. cerevisiae, multiplex flow cytometry, MLPCN library; S. cerevisiae MEP2-GFP strain, 3 h; 100% = DMSO control level; GFP response vs DMSO, % at 10 µM; 330,000 compounds, 0.51% hits;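 active = GFP response versus DMSO above a set limit, roughly screen mean plus 3 SD, cut at about 180% in these data; inconclusive = fewer than 70 cells counted for a yeast strain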;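 note: median GFP fluorescence of the barcode-gated MEP2-GFP cells per well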
# * marks the source's active call; other numbers are inactive results; u = inconclusive; x = no result given.
SMILES,RPL19A-GFP yeast,proCasp7 act,LAP4-GFP MLPCN,proCasp3 act,JMJD2C inh,AHR activator,CR mimetic SO,MEP2 TOR yeast
COC(=O)C1=C(c2ccc(F)cc2OCc2ccccc2)C[C@@H]2CC[C@H]1N2C(=O)NCc1ccccc1OC,98.9,-0.2,102.1,2.4,-0.7,3.8,99.6,88.0
S=C(c1ccc(Cl)cc1)N1CCOCC1,102.7,-2.3,99.4,0.3,-3.7,-1.4,82.7,99.5
CC1CCCCN1Cc1c[nH]c2ccccc12 (stereo not given),91.6,-6.7,97.8,-0.5,-11.0,11.7,117.9,92.4
COCCNCCOc1ccc(C(C)(C)c2ccccc2)cc1,100.3,0.0,97.8,1.4,-3.9,-4.0,90.1,96.8
COc1cccc(CNCCc2c[nH]c3ccccc23)c1,105.6,-7.5,95.3,-2.0,-26.8,3.4,96.0,107.8
COc1ccc(OC)c(CC(=O)N(C)C2CCCN(Cc3ccccc3F)C2)c1 (stereo not given),101.2,13.0,90.5,-8.8,-19.9,1.2,108.4,98.7
NC(=O)Cn1cc(C(=O)c2ccccc2)c2ccccc21,103.8,8.3,96.3,2.2,7.5,4.2,91.8,108.2
O=c1c2ccccc2nc(-c2ccc(-c3ccccc3)cc2)n1-c1ccncc1,98.1,3.8,106.3,3.1,-3.4,6.1,119.1,97.3
O=C1C=Cc2ccccc2C1=O,93.3,-1.5,102.7,2.6,-23.7,24.1,107.2,95.5
CCN(CC)c1ccc(CN(C)CCc2ccc(OC)c(OC)c2)cc1,102.4,-2.8,100.0,-8.0,1.4,-1.8,85.9,102.7
COC(=O)C1=C(c2cccc(OC)c2OC)C[C@@H]2CC[C@H]1N2C(=O)NCC1CC1,x,-10.1,x,5.6,-1.2,1.5,x,x
Cc1ccccc1N1C(=O)NC(=O)/C(=C\c2ccc3c(c2)CCCN3Cc2ccccc2)C1=O,104.7,-7.5,115.5,-2.9,18.6,10.3,95.6,108.4
O[C@H]1[C@H](O)[C@@H](O)CN2CC[C@H](O)[C@H]12,104.0,10.2,111.2,-0.9,-1.2,-4.3,109.3,94.9
CCCCCCn1c(O)c(C=NC2CCCCC2N)c(=O)[nH]c1=O (stereo not given),96.7,5.8,90.8,7.1,6.4,-1.0,101.1,103.0
Cc1c(OC(=O)N(C)C)ccc2c1O/C(=C\c1ccco1)C2=O,103.2,x,96.1,x,4.3,x,95.3,104.4
O=S1(=O)CC2(N3CCOCC3)CCCCCCC21 (stereo not given),98.2,8.5,107.3,1.2,-2.6,2.3,97.7,104.1
ClCCN1CCN(c2ccnc3cc(Cl)ccc23)CC1,104.0,-3.3,94.4,3.7,-17.8,-0.3,108.7,104.4
OC1(CN2CCOCC2)C2CC3CC(C2)CC1C3 (stereo not given),100.4,-0.5,95.8,-3.5,13.6,-1.6,93.2,98.0
COc1ccc2c(c1OC)CN1CCc3cc4c(cc3C1C2)OCO4 (stereo not given),106.2,0.0,88.8,-9.2,-14.0,27.4,111.3,114.5
CC1(C)N(O)C2CCCCC2N1O (stereo not given),97.2,-2.1,95.9,9.3,-9.6,-1.4,114.9,102.7
CCCCOC(=O)C1=C(N)OC2=C(C(=O)CCC2)[C@]12C(=O)N(C)c1ccccc12,u,-5.4,u,4.0,-3.2,6.2,94.3,u
COc1ccc(CCNCc2ccsc2)cc1OC,104.6,6.9,86.1,-8.6,7.1,2.0,103.6,102.0
CCN1CCN(S(=O)(=O)c2ccc(Cl)c(C(=O)Nc3ccc(C(=O)N(CC)CC)cc3)c2)CC1,105.2,2.5,90.4,-0.4,-8.0,-0.6,117.9,96.7
COc1ccc2c(c1)CC1(CN2C)C(=O)NC(=O)N(CCc2ccccc2)C1=O (stereo not given),98.5,-4.0,105.1,-16.0,u,6.8,82.9,101.5
Cc1ccc2c(c1)CC1(CN2C)C(=O)NC(=O)N(c2ccc(C)c(C)c2)C1=O (stereo not given),96.8,-4.5,95.2,-3.7,-5.5,34.5,84.0,101.2
O=C(CCl)Nc1nccs1,99.8,2.9,100.7,1.6,1.3,0.0,98.7,102.3
Cc1cc(N(CCCl)CCCl)ccc1/C=N/NC(=O)c1ccco1,92.1,-6.4,101.6,-11.1,0.9,16.5,100.9,90.7
COC(=O)C1=C(c2ccccc2)C[C@@H]2CC[C@H]1N2C(=O)NCCO,100.1,2.4,91.5,9.3,3.6,-0.3,93.3,97.6
Cc1cc(OCc2nn[nH]n2)c2c3c(c(=O)oc2c1)CCCC3,96.3,5.9,93.1,0.4,-3.9,-1.9,103.5,98.3
O=C(Nc1ccccc1)N1CC2CC(C1)c1cccc(=O)n1C2 (stereo not given),99.9,2.2,92.1,-2.7,0.9,-1.9,97.4,97.5
CCCCn1c(=O)c(C(=O)NCc2ccc(Cl)cc2)c(O)c2ccccc21,104.3,-6.4,89.5,-0.8,6.3,2.6,89.3,107.1
Cc1ccc(C(=O)N/C(=C\Cl)P(=O)(c2ccccc2)c2ccccc2)cc1,101.2,1.3,104.0,10.1,-12.6,2.0,93.3,102.8
CCOC(=O)CNC(=O)CSP(=S)(OCC)OCC,100.6,11.3,101.0,4.9,14.0,-3.5,102.8,103.1
CCOc1cc(/C=C2\C(=O)NC(=O)N(CCc3ccc(F)cc3)C2=O)ccc1O,u,-24.0,u,-10.0,55.5,7.4,80.8,u
COc1ccc(CN2CCN(c3ccccc3F)CC2)cc1O,102.8,1.6,96.1,-3.1,1.3,1.7,94.6,95.2
O=C(c1ccc2c(c1)N(Cc1ccc(F)cc1)CCS2)N1CCC2(CC1)OCCO2,97.3,8.3,103.1,1.4,3.6,2.0,95.8,97.5
COc1cc2[nH]c(=S)n(-c3ccccc3)c(=O)c2cc1OC,93.4,6.6,97.5,-3.9,-2.2,5.5,91.7,97.2
Cc1cccn2c(=O)c3c(nc12)N1CCC(Cc2ccccc2)CC1C1(C3)C(=O)N(C)C(=O)N(C)C1=O (stereo not given),95.1,1.5,92.0,5.2,-8.3,6.0,104.8,93.9
CCN1CCN(c2nc3ccccc3s2)CC1,97.7,6.2,113.7,-5.7,8.3,-2.5,110.8,110.1
CCCCCCN=C(C)c1c(O)n(Cc2ccccc2)c(=O)[nH]c1=O,101.8,6.9,105.1,1.5,-2.7,-0.1,134.9,99.7
C=C[C@@H]1C[C@@]1(C)[C@@H](NP(=O)(c1ccccc1)c1ccccc1)c1ccccc1,113.1,-10.8,121.8,-8.0,-33.6,0.0,92.2,102.2
Cc1ccccc1-n1c(O)c(/C=N/NC(=O)c2ccccc2O)c(=O)[nH]c1=S,98.8,-23.9,95.2,-28.3,22.7,11.8,103.7,99.2
CCN(CC)CCNCc1nc2ccccc2c(=O)n1-c1ccc(F)cc1,107.3,-6.1,98.2,6.6,8.4,7.0,100.9,108.7
Fc1ccc(CNC2CN3CCC2CC3)cc1 (stereo not given),105.3,2.0,93.3,0.6,-7.0,-1.9,99.7,99.4
CC(C)N1CCN(Cc2cc3c(cc2Cl)OCO3)CC1CCO (stereo not given),100.7,-2.4,96.9,-10.9,13.2,10.6,110.2,107.4
O=C1C2CCCN2C(c2ccc(Cl)c(Cl)c2)N1c1ccccn1 (stereo not given),97.0,-0.9,99.2,-0.4,-40.0,-4.0,101.4,98.4
O=C(O)C1C2c3ccccc3C(c3ccccc32)C1C(=O)Nc1ccccc1 (stereo not given),102.5,9.3,102.9,-1.1,0.0,-0.1,114.5,104.5
O=C(c1cc2cc(Br)ccc2[nH]1)N1CCC2(CC1)OCCO2,103.7,2.4,96.3,-1.4,-4.9,41.0,101.7,108.5
O=C(CCC(=O)N1C[C@H]2C[C@@H](C1)c1cccc(=O)n1C2)NCc1ccccc1,98.3,0.1,107.0,2.6,149.7,-0.9,97.1,105.9
COc1ccc(N2CCN(Cc3nc4ccccc4[nH]3)CC2)cc1,98.8,5.6,99.7,7.7,-19.2,2.2,96.1,94.9
CCC(=O)c1cn(Cc2ccccc2C#N)c2ccccc12,100.9,5.3,106.6,-9.0,5.2,0.2,100.9,106.3
CN1C(=O)N(C)C(=O)C(CCc2ccncc2)(Cc2ccc3c(c2)OCO3)C1=O,97.7,2.5,100.3,-9.3,-3.9,12.4,90.6,102.2
CCOC(=O)C1=C(N)OC2=C(C(=O)CCC2)C12C(=O)N1c3c(ccc(C)c32)C(C)=CC1(C)C (stereo not given),97.5,-4.2,98.1,6.7,0.0,7.2,86.3,98.8
CCc1cc2c(N3CCN(C)CC3)ncnc2s1,96.2,-3.7,98.9,10.6,-12.7,7.7,117.8,96.0
COc1ccc2c(c1)c(CCN)c(C)n2Cc1ccccc1,99.0,3.3,x,-2.4,-3.0,-0.5,93.1,101.8
CC(=O)OC1(c2ccccc2)CCN(C)CC1(C)C (stereo not given),100.5,0.3,101.6,7.9,4.6,-1.0,95.1,95.2
COc1ccc(C(CNC(=O)Cc2ccc(Cl)c(Cl)c2)N2CCCCC2)cc1 (stereo not given),102.8,4.9,85.0,-7.1,4.2,0.5,99.9,99.7
Oc1ccc(/C=N/NP(=S)(c2ccccc2)c2ccccc2)cc1,96.7,-13.8,126.6,-4.5,1.6,-0.5,94.1,100.9
Cc1ccc(N2C(=O)NC(=O)/C(=C\c3cc(C)n(-c4ccc(C(=O)O)cc4)c3C)C2=O)cc1,101.4,-13.9,90.6,-5.6,3.5,7.1,118.6,100.5
COc1ccccc1N1CCN(Cc2ccc(SC)cc2)CC1,103.8,4.7,93.3,1.8,100.2,2.0,89.9,100.9
Nc1c(C(=O)OCC2CCCO2)c2nc3ccccc3nc2n1Cc1cccs1 (stereo not given),106.8,-3.5,111.4,-3.2,-6.9,11.9,85.8,123.7
C=CCn1c(O)c(C(C)=NCCc2c[nH]c3ccccc23)c(=O)[nH]c1=O,98.5,0.0,107.2,-3.8,2.5,1.2,99.8,99.1
CCOP(=O)(OCC)C(Cc1ccccc1)NC(C)=O (stereo not given),102.8,-2.7,110.8,0.1,3.4,-3.2,101.8,100.1

# 2 successive records already listed, quoted:
SMILES,RPL19A-GFP yeast,proCasp7 act,LAP4-GFP MLPCN,proCasp3 act,JMJD2C inh,AHR activator,CR mimetic SO,MEP2 TOR yeast
COc1ccc(C(CNC(=O)Cc2ccc(Cl)c(Cl)c2)N2CCCCC2)cc1 (stereo not given),102.8,4.9,85.0,-7.1,4.2,0.5,99.9,99.7
Oc1ccc(/C=N/NP(=S)(c2ccccc2)c2ccccc2)cc1,96.7,-13.8,126.6,-4.5,1.6,-0.5,94.1,100.9

# These rows are one share of the data, so the mix of outcomes need not match the whole.
